# High-throughput results: PubChem, several laboratories
# NadD inh = NadD (S. aureus) enzyme inhibition; purified NadD enzyme, colorimetric absorbance read-out; inhibition, % at 20 µM; hit rate 0.78% among 360,000; AID 602399; in the data active = inhibition above about 26%; also: some compounds past the cut are filed as inactive
# SUMO1-SIM PPI = SUMO1-SIM interaction modulation; P63165; SUMO1 binding to a labelled peptide, TR-FRET, 1 h; inhibition, % at 20 µM; hit rate 0.33% among 360,000; in the data active = inhibition above about 37%
# Target sequence (P63165 whole entry, looked up): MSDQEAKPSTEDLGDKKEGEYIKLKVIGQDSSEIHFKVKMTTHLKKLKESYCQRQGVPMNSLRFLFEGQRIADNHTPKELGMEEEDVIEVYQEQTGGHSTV
# DNMT1 inh = DNMT1 (human) enzyme inhibition. P26358. DNMT1 molecular beacon, Hinp1I cleavage, fluorescence. inhibition (reported as % activation of signal), % at 10 µM. hit rate 0.83% among 360,000. AID 588458; in the data active = inhibition above about 50%
# MsrA inhibitor = inhibitors of bovine MsrA; hit rate 0.75% among 360,000; purified bovine MsrA, absorbance read-out; AID 651718; inhibition, % at 15.5 µM; in the data active = inhibition above about 4.5%;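 also: 0% = vehicle wells with enzyme and 100% = reference inhibitor wells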
# LMPTP block = blocks human LMPTP phosphatase; inhibition, % at 20 µM; P24666; hit rate 0.22% among 360,000; recombinant LMPTP-A, OMFP fluorogenic substrate, fluorescence intensity;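 active = compounds that cut the enzyme signal by at least half of the control window in the single-dose screen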;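 also: plate controls were DMSO wells with enzyme plus substrate for no effect and substrate without enzyme for full effect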
# Target sequence (P24666 whole entry, looked up): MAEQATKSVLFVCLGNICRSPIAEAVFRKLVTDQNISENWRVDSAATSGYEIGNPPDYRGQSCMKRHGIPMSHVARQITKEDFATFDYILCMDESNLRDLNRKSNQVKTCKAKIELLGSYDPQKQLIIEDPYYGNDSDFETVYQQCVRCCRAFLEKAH
#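 Test system: LMPTP-A, protein tyrosine phosphatase of low molecular weight; Input: 0.625 nM enzyme; Incubation: 50 min dark incubation at room temperature; Signal: endpoint fluorescence intensity from OMFP dephosphorylation; Read-out basis: % inhibition versus control wells.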
# CSN inh = inhibitors of human CSN-mediated cullin deneddylation. Q92905. Purified CSN, SCF-Nedd8-OG deneddylation, fluorescence polarization. inhibition, % at 12.5 µM. hit rate 0.38% among 360,000. AID 651999;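 active = pattern-corrected inhibition above about 35%, with an unprinted fluorescence ratio check between 0.5 and 1.5, limit read from the data, passing the limit was not always enough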;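 also: 0% = enzyme with substrate and 100% = substrate without enzyme; some results filed as inactive read as strong as hits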
#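 Assay system: purified human Csn5 enzyme expressed in HEK293T cells; measure: % inhibition; also added: SCFSkp2-Nedd8OG substrate at 10 nM final; technique: fluorescence polarization; times: reaction 90 min, room temperature; medium: Tris buffer pH 7.5, NaCl, DTT, Tween-20, trehalose, ovalbumin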
# STEP block = blocks human striatal-enriched tyrosine phosphatase | P54829 | recombinant STEP, OMFP fluorogenic substrate, fluorescence | inhibition, % at 20 µM | hit rate 0.25% among 360,000;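 active = inhibition at 20 µM, scaled per plate between control wells, above about 37%, limit read from the data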;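 also: 0% = DMSO with enzyme and substrate and 100% = substrate only without enzyme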
#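 Measure: Control-normalized % inhibition with plate pattern correction | Test system: STEP phosphatase, cell-free reaction | Medium: pH 6.0 Bis-Tris with DTT and Tween 20 | Technique: Fluorescence, 480/540 nm | Times: Reaction 20 min, ambient temperature | Doses: Single compound dose of 20 µM, 1% DMSO final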
# Scp1 inh = inhibitors of human Scp-1 phosphatase. Q9GZU7. Recombinant Scp1, phosphopeptide, malachite green phosphate absorbance. inhibition, % at 20 µM. hit rate 0.88% among 340,000. AID 493091;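 active = inhibition above about 50% at 20 µM, limit read from the data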;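 also: plate controls were DMSO wells with enzyme for no effect and wells lacking enzyme for full effect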
# Target sequence (Q9GZU7 76-261 limits assumed): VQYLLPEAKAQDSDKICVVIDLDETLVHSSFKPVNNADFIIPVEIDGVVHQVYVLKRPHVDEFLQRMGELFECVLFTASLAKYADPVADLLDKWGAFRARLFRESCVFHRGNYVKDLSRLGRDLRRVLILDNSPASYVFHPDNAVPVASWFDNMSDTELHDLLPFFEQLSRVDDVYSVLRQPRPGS
#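 Assay system: SCP-1 catalytic fragment, aa 76-261 | Buffer or medium: Tris acetate buffer pH 5.5 with MgCl2 and Tween-20 | Compound: One concentration, 20 µM, with 1.0% DMSO | Also added: Phospho 17-mer peptide substrate | Signal: Absorbance at 630 nm | Incubation: 45 min enzyme reaction at room temperature | Measure: % inhibition of SCP-1 phosphate liberation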
# Rpn11 inh = inhibitors of human proteasome Rpn11; O00487; human 26S proteasome, Ub4-pepOG fluorescence polarization; 20S core pre-blocked with epoxomicin; calls only at 20 µM; hit rate 0.59% among 360,000;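 active = inhibition at 20 µM, scaled to each plate's controls, above about 33%, limit read from the data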
# Target sequence (O00487 whole entry, looked up): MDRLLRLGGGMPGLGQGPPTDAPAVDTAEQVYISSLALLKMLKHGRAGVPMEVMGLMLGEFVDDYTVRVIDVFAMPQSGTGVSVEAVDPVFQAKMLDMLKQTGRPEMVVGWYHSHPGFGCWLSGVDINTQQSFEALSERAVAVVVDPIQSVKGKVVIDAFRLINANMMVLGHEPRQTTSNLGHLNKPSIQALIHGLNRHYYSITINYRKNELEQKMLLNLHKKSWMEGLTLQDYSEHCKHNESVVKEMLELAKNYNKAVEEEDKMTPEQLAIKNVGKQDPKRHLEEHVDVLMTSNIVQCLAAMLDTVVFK
# TbMetRS inhib = Trypanosoma brucei MetRS inhibition. inhibition, % at 11.9 µM. purified T. brucei MetRS, ATP depletion, Kinase-Glo luminescence. hit rate 0.4% among 360,000;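 active = inhibition above a per-plate cutoff of the control wells' mean inhibition plus 3 SD, cut at about 5.5% in these data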;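 also: 0% = DMSO wells median and 100% = median of wells with control inhibitor compound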
#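 technique = Kinase-Glo luminescence, ATP depletion format | system = purified MetRS (methionyl-tRNA synthetase) enzyme from Trypanosoma brucei | timing = 15 min preincubation, 2 h reaction, all 25 °C | evaluation = percent inhibition versus plate control medians | dosing = single dose, 11.9 µM final nominal, 0.9% final DMSO | also added = substrates ATP, L-methionine and bulk Escherichia coli tRNA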
# * marks the source's active call; other numbers are inactive results; i = inactive; x = not tested or not shown. Compounds were not picked by outcome; about 3.9% have a hit in one of these screens.
SMILES,NadD inh,SUMO1-SIM PPI,DNMT1 inh,MsrA inhibitor,LMPTP block,CSN inh,STEP block,Scp1 inh,Rpn11 inh,TbMetRS inhib
COc1ccc(Cl)cc1C(=O)OCC(=O)NCCNC(=O)COC(=O)c1cc(Cl)ccc1OC,-1,6,-1,1.5,-1.4,5,2,-2,i,-0.2
COc1cccc(OC)c1C(=O)OCC(=O)Nc1cccnc1Cl,-2,4,-1,0.6,-0.6,-3,1,4,i,-0.7
Cc1ccc(/C=C/C(=O)N2CCCC(C(N)=O)C2)o1 (centres undefined),-5,-1,-1,3.8,-0.1,0,0,2,i,-0.2
NC(=O)c1ccc(NC(=O)COC(=O)c2c3c(nc4ccccc24)/C(=C\c2cccs2)CCC3)cc1,1,0,-8,-0.3,-0.8,6,-2,3,i,-0.5
COC(=O)C1N[C@@H]([C@@H](NC(=O)COc2ccccc2)C(=O)Nc2ccc(OC)cc2)SC1(C)C (some centres undefined),-3,11,-2,-0.7,-0.4,-7,-2,-2,i,0.3
COc1ccc(C(=O)ON=C2c3ccccc3-c3ccccc32)cc1OC,-9,-1,7,-0.4,0.2,-6,2,-7,i,-0.7
Oc1ccc(Cl)cc1C=NCCc1ccccc1,0,10,6,-0.1,-0.7,5,5,-11,i,-0.7
COc1ccccc1Cn1c(=S)[nH]c2cc(C(=O)N3CCCC(C)C3)ccc2c1=O (centres undefined),9,0,4,0.0,0.1,-4,2,x,i,-0.2
O=C(COc1ccc2c(c1)OCO2)Nc1nnc(Cc2ccccc2)s1,5,6,4,0.1,-0.6,3,8,-3,i,-0.2
COc1ccc(CCNC(=O)CSc2nc3cc(Cl)ccc3o2)cc1OC,-6,-2,-1,0.0,1.2,1,0,-3,i,-0.3
CSCCC(NC(=O)c1ccco1)C(=O)N(C)CC(=O)Nc1ccccc1Br (centres undefined),0,-4,1,-1.5,-0.5,-3,1,-4,i,-0.3
O=C(CN(C(=O)C1CSC(=O)C1)c1cccc(F)c1)NCc1ccc2c(c1)OCO2 (centres undefined),0,0,-4,0.9,0.9,0,1,-1,i,0.2
O=C(O)c1cc(NCc2ccc3c(c2)OCO3)ccc1N1CCOCC1,2,4,-4,-0.6,0.1,-1,-1,26,i,-0.4
NC(=O)C1CCN(c2nc3ccccc3nc2NS(=O)(=O)c2ccc(Br)cc2)CC1,6,4,-1,1.4,0.7,-10,-5,8,i,-0.3
COc1ccc(NC(=O)C2(C)CCCN(C(C)C)C2)cc1F (centres undefined),-2,1,-1,1.1,-1.2,0,-2,x,i,-0.1
CC(C)c1ccc(OCC(=O)Nc2ccncc2)cc1,0,-1,8,0.2,-0.4,-2,-1,-2,i,-0.5
COc1cccc(CN2CCC(Oc3ccc(C(=O)NCc4ccccn4)cc3)CC2)c1O,-6,-3,-2,-0.9,1.6,1,3,-7,i,0.5
c1ccc2oc(-c3ccn[nH]3)cc2c1,-5,-1,1,-0.5,0.2,79,-1,-4,i,-0.1
CCOC(=O)CSc1nnc(CSc2nc3sc4c(c3c(=O)[nH]2)CCCC4)n1-c1ccccc1,23,5,-4,1.7,0.9,-10,-1,3,i,-5.7
Cc1noc(C)c1S(=O)(=O)N(C)C[C@H]1Oc2c(NC(=O)Nc3ccc(C(F)(F)F)cc3)cccc2C(=O)N([C@H](C)CO)C[C@@H]1C,-9,1,-6,0.0,1.3,0,-1,0,i,0.5
CSc1cccc(NC(=S)N2CCCN(Cc3cccc(Cl)c3)C2)c1,2,-4,-4,-0.3,-1.7,-6,13,-5,i,4.3
CC(C)CC(c1nnnn1C1CCCCC1)N1CCN(C(=O)c2ccco2)CC1 (centres undefined),-3,6,2,-0.8,-1.4,-5,-9,7,i,-1.1
COc1ccc(Cl)cc1NC(=O)CCS(=O)(=O)c1ccc(C)cc1,-1,7,-5,1.8,0.3,4,-2,-6,i,-0.9
CC(Oc1ccc(Cl)cc1C(N)=O)C(=O)N1CCc2ccccc21 (centres undefined),-5,1,2,-0.3,0.3,-2,-2,-5,i,-0.3
O=C(Nc1ccc2c(c1)OCCO2)C1c2ccccc2OCC(=O)N1C1CC1 (centres undefined),1,0,x,0.6,-1.9,-5,x,x,x,-0.8
C[C@H](CO)N1C[C@H](C)[C@@H](CN(C)S(=O)(=O)c2cccs2)Oc2ccc(NC(=O)CCC(F)(F)F)cc2C1=O,-1,6,5,0.1,-0.7,1,0,-2,i,-0.4
NC(=O)c1ccccc1OCC(=O)N1CCCc2ccccc21,-2,4,-2,-0.2,-0.3,-2,2,-1,i,-0.6
Fc1ccccc1/C=N/n1c(C2CCCCC2)n[nH]c1=S,-1,7,0,2.5,2.9,5,3,-10,i,0.6
CC(=O)c1ccc(NC(=O)C2CC(c3ccc(F)cc3)=NO2)cc1 (centres undefined),-7,-1,0,0.1,0.9,3,0,-6,i,-0.9
CC[C@H](C)C(C(=O)N1CCN(C(=O)OC(C)(C)C)CC1)n1cc(C(Cc2ccc(O)cc2)NC(=O)OC(C)(C)C)nn1 (some centres undefined),3,-6,3,0.0,-0.3,-2,1,-5,i,-0.1

# An excerpt of these results, as tab-separated lines:
Molecule	NadD inh	SUMO1-SIM PPI	DNMT1 inh	MsrA inhibitor	LMPTP block	CSN inh	STEP block	Scp1 inh	Rpn11 inh	TbMetRS inhib
NC(=O)c1ccccc1OCC(=O)N1CCCc2ccccc21	-2	4	-2	-0.2	-0.3	-2	2	-1	i	-0.6
Fc1ccccc1/C=N/n1c(C2CCCCC2)n[nH]c1=S	-1	7	0	2.5	2.9	5	3	-10	i	0.6
CC(=O)c1ccc(NC(=O)C2CC(c3ccc(F)cc3)=NO2)cc1 (centres undefined)	-7	-1	0	0.1	0.9	3	0	-6	i	-0.9

# The results go on:
SMILES,NadD inh,SUMO1-SIM PPI,DNMT1 inh,MsrA inhibitor,LMPTP block,CSN inh,STEP block,Scp1 inh,Rpn11 inh,TbMetRS inhib
O=C(CC(=O)Nc1cccc(Cl)c1)N/N=C\c1ccccc1,2,-1,-1,0.9,0.1,0,-4,-7,i,36*
CC(C)C[C@@H](CNCC(=O)[C@H](C)NC(=O)c1[nH]cnc1C(=O)N[C@H](CN)CC(C)C)NC(=O)c1nc[nH]c1C(=O)N[C@@H](C)C(=O)O,5,4,3,0.8,-2.9,-3,-1,-11,i,0.4
Cc1oc(-c2ccccc2F)nc1CS(=O)(=O)CC(=O)NCc1ccco1,-1,5,7,-0.4,-0.6,0,2,-1,i,-0.6
CCN(CC)S(=O)(=O)c1ccc2oc(SCc3ccc(F)cc3)nc2c1,11,1,-2,0.1,4.0,2,2,-15,i,0.5
O=C(O)c1ccccc1C(=O)Nc1ccc(Oc2ccc3ccccc3c2)cc1,2,0,-5,2.6,0.9,3,0,-5,i,-0.6
Cc1cc(OCC(=O)Nc2cccc(S(=O)(=O)N3CCCCC3)c2)ccc1Cl,-11,-2,-7,-0.7,4.8,-8,3,-10,i,-0.3
CCCn1c(=NC(=O)CS(=O)(=O)c2ccccc2)sc2cc(S(C)(=O)=O)ccc21,-3,3,0,1.9,-2.0,-1,-2,-8,i,0.0
Cc1cc(C(=O)NCc2ccc3c(c2)OCO3)n(-c2ccccc2)n1,-1,5,0,-0.4,-1.7,-2,0,2,i,-0.1
O=C(CNS(=O)(=O)c1ccccc1)OCc1cccc([N+](=O)[O-])c1,2,-11,-2,0.8,2.3,7,1,-10,i,-0.1
Cc1cc(=O)[nH]c(SCc2cccc3ccccc23)n1,-9,-7,3,0.2,0.8,0,-2,-9,i,-0.9
CN(C)CCNC(=O)Cc1ncc(C(F)(F)F)cc1Cl,2,-3,3,-1.7,-6.0,-2,-2,-7,i,0.5
Cc1ccc(OCC(=O)N2N=C(c3cccnc3)CC2(O)C(F)(F)F)cc1C (centres undefined),-4,2,1,-0.1,-1.1,-6,-5,-5,i,-1.1
CCN(CC)c1ccc(/C=N/NC(=O)c2cccc(S(=O)(=O)N3CCOCC3)c2)cc1,5,-15,-3,2.5,0.1,-4,-2,-4,i,-0.7
CC(C)C[C@@H](COCc1ccc(C(F)(F)F)cc1)N1CCN(C(=O)c2ccc(C(F)(F)F)cc2)CCC1=O,1,3,x,-0.6,4.1,2,x,x,x,-0.5
COc1cccc(N=C(N)N)c1,5,-2,-3,-0.9,-0.8,2,1,-4,i,-0.9
CN1CCc2c(sc3c2C(=O)NC(c2ccco2)N3)C1 (centres undefined),-1,-2,11,3.1,-2.5,10,4,-2,i,1.4
O=C(Nc1ccc(F)cc1)C1C(c2ccccc2)C1(Cl)Cl (centres undefined),-3,3,-1,0.9,3.1,5,-1,-12,i,-0.9
Cc1ccc(-c2n[nH]c(=O)c3ccccc23)cc1S(=O)(=O)NC(C)(C)C,2,4,1,0.9,-0.9,-3,-1,-6,i,-0.5
C#CCOCCOCCOCCNc1nc(N2CCN(C(=O)[C@H](CCCCN)n3cc(CC(C)O)nn3)CC2)nc(N2CCN(C(=O)[C@H](Cc3ccc(O)cc3)n3cc(CCO)nn3)CC2)n1 (some centres undefined),-6,0,0,-1.1,-3.9,-2,-3,-1,i,-0.4
S=c1[nH]nc(-c2ccc3ccccc3n2)n1-c1cc(Cl)cc(Cl)c1,13,10,-3,-0.2,-0.2,0,-2,-4,i,0.0
CCCCc1ccc(NC=C2C(=O)OC3(CCCCC3)OC2=O)cc1,0,3,-1,0.5,0.6,-5,-1,-11,i,-0.7
O=c1c(CN2CCN(Cc3ccccc3)CC2)coc2ccc(Cl)cc12,-1,-6,4,0.1,-2.1,-4,-3,-3,i,0.1
Cc1ccc(OCC(=O)N2CCC(N3CC(C)CC(C)C3)CC2)cc1 (centres undefined),-5,1,0,-0.4,-0.6,2,1,1,i,-0.6
CCCCCCN1C=C/C(=C\C=C(C#N)C#N)c2ccccc21,-7,2,-1,-1.8,12,8,14,-10,i,-0.6
CC(C)COC(=O)N1CCCCC1c1cc(C(=O)Nc2ccc3c(c2)OCO3)no1 (centres undefined),-3,-3,6,-0.4,0.8,4,0,x,i,-0.2
CCN(c1ccccc1)S(=O)(=O)c1cc(C(=O)OC(C)C(=O)Nc2ccc3c(c2)OCCO3)ccc1C (centres undefined),10,6,29,2.6,23,8,41*,81*,i,-1.4
O=C(Nc1ccccc1Br)c1cc(=O)c2ccccc2o1,-7,-18,-1,-0.6,0.0,-5,-3,-12,i,0.6
